Screening results from PubChem.
M4 ag: human M4 muscarinic receptor agonists, primary screen, CHO-K1 cells, Fluo-8 calcium fluorescence; Muscarinic acetylcholine receptor M4 (Homo sapiens), P08173; CHO-K1 hM4/Gqi5; vehicle 0%, full acetylcholine response 100%; activation, % at 3 µM; 360,000 compounds, 0.14% hits; AID 624127, 2012;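 active = activation above the run mean over all test wells plus 3 SD, cut at about 32% in these data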;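 note: peak over basal fluorescence ratio per well then scaled between controls; 0% = DMSO wells and 100% = acetylcholine at EC100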
Target sequence (P08173 whole entry, looked up): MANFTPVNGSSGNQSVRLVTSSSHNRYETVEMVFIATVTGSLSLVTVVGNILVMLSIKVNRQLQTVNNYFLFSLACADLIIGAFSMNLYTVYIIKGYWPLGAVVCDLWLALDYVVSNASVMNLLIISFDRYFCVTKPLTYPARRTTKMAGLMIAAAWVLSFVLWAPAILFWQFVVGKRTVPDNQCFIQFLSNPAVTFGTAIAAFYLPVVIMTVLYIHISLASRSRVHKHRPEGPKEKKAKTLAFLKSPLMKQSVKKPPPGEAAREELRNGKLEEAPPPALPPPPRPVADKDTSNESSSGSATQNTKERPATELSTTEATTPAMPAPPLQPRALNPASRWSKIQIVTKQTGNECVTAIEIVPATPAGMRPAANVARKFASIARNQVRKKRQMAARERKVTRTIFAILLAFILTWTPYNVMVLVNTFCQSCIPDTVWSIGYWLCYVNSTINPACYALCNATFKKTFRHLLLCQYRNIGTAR
CRFR2-BP ag: agonists of CRF-BP/CRF-R2 complex, primary screen, cell-based, HEK293, calcium dye fluorescence, uHTS | CRF-binding protein / CRF receptor 2 complex (human) | calcium dye fluorescence (FLIPR); percent of saturating CRF peptide response | activation, % at 13.2 µM | 350,000 compounds, 0.46% hits | AID 588473, 2011;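 active = activation of at least 50%, plus an integration ratio under a set limit after plate pattern correction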;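 note: plate controls were neutral control wells without compound for no effect and CRF at EC100 for full effect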
M5 antag: human M5 muscarinic receptor antagonists, primary screen, CHO cells, Fluo-8 calcium fluorescence. AID 624040, 2012. Muscarinic acetylcholine receptor M5 (Homo sapiens), P08912. 360,000 compounds, 0.59% hits. CHO-hM5 cells, ACh EC80. inhibition, % at 3 µM;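 active = inhibition above a per-plate cutoff, the mean of that plate's test compounds plus 3 SD, cut at about 27% in these data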;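 note: 0% = acetylcholine EC80 with DMSO and 100% = DMSO without agonist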
Target sequence (P08912 whole entry, looked up): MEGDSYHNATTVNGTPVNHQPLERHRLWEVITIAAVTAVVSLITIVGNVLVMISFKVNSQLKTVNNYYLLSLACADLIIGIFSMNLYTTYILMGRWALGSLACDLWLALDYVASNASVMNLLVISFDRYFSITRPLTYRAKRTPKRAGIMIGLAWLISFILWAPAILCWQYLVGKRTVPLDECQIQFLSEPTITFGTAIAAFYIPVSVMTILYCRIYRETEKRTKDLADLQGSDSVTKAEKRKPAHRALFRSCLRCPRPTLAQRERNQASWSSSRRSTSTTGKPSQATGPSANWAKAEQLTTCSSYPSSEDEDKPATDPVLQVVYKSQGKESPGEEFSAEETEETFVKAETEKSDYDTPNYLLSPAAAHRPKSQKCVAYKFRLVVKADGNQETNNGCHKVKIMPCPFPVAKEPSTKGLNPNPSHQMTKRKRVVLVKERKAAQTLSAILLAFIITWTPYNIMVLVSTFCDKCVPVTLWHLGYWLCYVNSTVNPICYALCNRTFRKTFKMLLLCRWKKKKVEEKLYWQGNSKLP
CRFR2-BP antag: antagonists of CRF-BP/CRF-R2 complex, primary screen, cell-based, HEK293, calcium dye fluorescence, uHTS | AID 588475, 2011 | 350,000 compounds, 0.59% hits | inhibition, % at 11.8 µM | CRF-induced calcium fluorescence;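 active = inhibition of the ligand-induced calcium signal above about 50% at the single tested concentration, limit read from the data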
CHRM4 PAM: human M4 muscarinic receptor positive allosteric modulators, primary screen, CHO-K1 cells, Fluo-8 calcium fluorescence; Muscarinic acetylcholine receptor M4 (Homo sapiens), P08173; CHO-K1 hM4/Gqi5, ACh EC20; 0% = ACh EC20, 100% = maximal ACh; activation, % at 3 µM; 360,000 compounds, 0.4% hits;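 active = activation above its plate's cutoff, the mean activation of sample wells plus 3 SD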; note: some results filed as inactive read as strong as hits
IDE cell inh: human IDE inhibitors in live cells, primary screen, fluorescence polarization, HEK cells, FAbetaB substrate. 320,000 compounds, 0.41% hits. inhibition, % at 5.59 µM. FAbetaB cleavage. Insulin-degrading enzyme (Homo sapiens), P14735;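 active = percent inhibition above the average of all tested compounds plus 3 SD, set per screening campaign, cut at about 16% in these data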;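 note: IDE supplied by intact live HEK cells; FP after avidin binding of uncleaved biotin substrate so inhibition keeps polarization high; 0% = DMSO wells and 100% = 60 µM reference IDE inhibitor Ii1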
CHRM5 agonist: human M5 muscarinic receptor agonists, primary screen, CHO-K1 cells, Fluo-8 calcium fluorescence | AID 624037, 2012 | Muscarinic acetylcholine receptor M5 (Homo sapiens), P08912 | activation, % at 3 µM | CHO-K1 hM5 cells; 0% DMSO wells, 100% maximal acetylcholine response | 360,000 compounds, 0.19% hits;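 active = activation above the run's mean over test compounds plus 3 SD, cut at about 23% in these data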;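 note: signal is peak over basal fluorescence ratio across the kinetic read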
CHRM4 antagonist: human M4 muscarinic receptor antagonists, primary screen, CHO cells, Fluo-8 calcium fluorescence | CHO-hM4 cells, ACh EC80 | inhibition, % at 3 µM | 360,000 compounds, 0.73% hits | AID 624125, 2012;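 active = inhibition above its plate's cutoff, the mean inhibition of sample wells plus 3 SD, cut at about 27% in these data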;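 note: 0% = acetylcholine EC80 with DMSO and 100% = DMSO without agonist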
CHRM5 PAM: human M5 muscarinic receptor positive allosteric modulators, primary screen, CHO-K1 cells, Fluo-8 calcium fluorescence; CHO-K1 hM5, ACh EC20 PAM; 0% = ACh EC20, 100% = ACh EC100; activation, % at 3 µM; AID 624038, 2012; 360,000 compounds, 0.3% hits;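 active = activation above the run cutoff, the mean activation of all test compounds plus 3 SD, cut at about 18% in these data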
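Assay system – human M5 receptor in CHO-K1 cells · Read-out – % activation, ACh-normalized · Technique – Fluo-8 calcium fluorescence · Dosing – single-point, 3 µM nominal · Incubation – Fluo-8 loading 80 min at 37 °C plus 30 min room temperature · Repeats – singlicate, one well per test compound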
The depositor's hits bear a star; x = no result given.

SMILES	M4 ag	CRFR2-BP ag	M5 antag	CRFR2-BP antag	CHRM4 PAM	IDE cell inh	CHRM5 agonist	CHRM4 antagonist	CHRM5 PAM
O=C1c2ccccc2C(=O)c2cc(S(=O)(=O)Nc3ccccc3)ccc21	6	2.2	8	43	1	-4	-1	-10	-7
O=C(Oc1ccccc1C(=O)Oc1ccccc1)c1ccco1	0	-1.8	3	18	0	3	-4	0	-4
O=C(CCC(=O)OCC(F)(F)C(F)F)NCc1ccccc1	1	-1.2	7	108*	-2	-4	-1	10	-4
Cc1onc(-c2ccccc2)c1-c1nc2cc(Cl)ccc2c(=O)o1	0	0.8	-1	-10	-2	4	1	4	5
CCCN(CCC)c1nc2c(C)cccn2c(=O)c1/C=C1/SC(=S)N(Cc2ccco2)C1=O	17	37	13	-21	-6	x	6	10	-7
CN1CCN(C(=O)c2cccc(-c3cccc4nccn34)c2)CC1	1	x	0	x	2	x	-1	1	-2
COc1ccc(CC(=O)Nc2ccc(S(=O)(=O)N(C)C3CCN(C)CC3)cc2)cc1	2	-0.2	5	-1	1	-6	-1	-4	5
O=C(O)c1csc(-c2cccc(Cl)c2)n1	0	0.0	0	1	5	-2	2	10	7
COc1ccc(C2CC(C(F)(F)F)n3nc(C(=O)N(C)Cc4cn(C)nc4C)c(Cl)c3N2)cc1 (configuration not stated)	1	-2.6	5	11	7	1	-2	12	-5
CC(C)(C)C(=O)N1N=C(c2cccc(NS(C)(=O)=O)c2)CC1c1cccs1 (configuration not stated)	5	1.0	8	-2	-7	-4	-1	-1	-5
Cc1cc(C)nc(Nc2ccccc2F)n1	0	-3.0	-12	-6	2	1	5	3	2
C=CCN(c1ccccc1)S(=O)(=O)c1cccc(C(=O)NNC(=O)c2ccccc2O)c1	4	-0.9	4	6	-1	-7	4	-5	0
COc1ccccc1CCC(=O)Nc1cccc(S(=O)(=O)N2CCOCC2)c1	3	-7.8	0	-15	3	1	-4	-7	-4
COc1cc(NS(=O)(=O)c2ccc(NC(=O)COc3ccc(C)cc3C)cc2)nc(OC)n1	-2	2.6	13	36	-1	-4	-5	9	-4
COc1ccc(NC(=O)CSCC(=O)Oc2c(OC)cccc2OC)cc1	0	0.8	0	7	2	2	-4	7	-2
O=C(NCc1ccco1)C1(c2ccc(Cl)cc2)CCCC1	-1	-0.2	-4	18	6	-3	-6	5	3
O=C(NCC(=O)N1CCc2ccccc2C1)c1ccc(Cl)cc1Cl	1	-6.0	3	-12	-3	0	-5	5	-2
CCc1ccc(NC(=O)CC2C(=O)N(c3ccc(OC)cc3)C(=O)N2CCOC)cc1 (configuration not stated)	2	0.3	6	-8	-7	x	-1	4	-8
O=C(COC(=O)c1cccnc1Cl)NCc1cccs1	1	-4.6	-7	13	-1	0	-1	-1	-2
CCOC(=O)c1ccc(NC(=O)CSc2nnc(CNC(=O)c3c(F)cccc3Cl)o2)cc1	3	-0.1	0	6	-3	8	-5	0	-3
CN(Cc1ccccc1)C(=O)c1ccccc1C(=O)OCC(=O)N(Cc1ccccc1)C(C)(C)C	11	0.4	17	4	-3	10	4	-3	-9
c1cncc(-c2noc(CC3CCCCC3)n2)c1	1	-1.4	-3	25	2	-1	1	-8	-4
Cc1csc(NC(=O)C2=COCCO2)n1	1	0.3	-2	2	9	-1	5	-10	2
O=C1CCCN2N=C(SCC(=O)Nc3ccc(F)cc3F)SC2=N1	4	0.2	3	9	-1	3	1	-1	3
CCCn1c(=O)c2sccc2n2c(CCCC(=O)NCc3cccnc3)nnc12	1	-1.1	-2	11	6	1	-5	-4	-1
COc1ccccc1NC(=S)NNC(=O)c1ccccc1	0	-0.4	-1	-7	1	3	-4	11	13
Cn1nnnc1SCC(=O)Nc1ccc(Cl)cn1	0	-0.1	21	-4	-8	-5	-3	16	-10
CC(=O)c1ccc([N+](=O)[O-])c(CS(=O)(=O)c2ccc(Cl)cc2)c1	16	-1.4	19	17	-8	0	0	11	-12
C/C(=N/NC(=O)c1ccoc1C)c1ccc(N2CCOCC2)cc1	2	0.8	-5	0	2	-7	-2	-15	-2
COc1cccc(-c2nc(NCc3ccccc3)c3ccccc3n2)c1O	3	3.1	9	-2	-4	10	-3	-5	-4
CCc1nnc(NC(=O)CSCc2cc(=O)n3cc(C)sc3n2)s1	-1	0.7	-7	-8	6	-1	-1	1	5
CN1CCN(C2=NC(=O)/C(=C/c3cn[nH]c3-c3ccccc3)S2)CC1	4	-2.3	7	2	-8	-2	-2	0	-4
CCOC(=O)C1=C(C)Nc2ccccc2N=C1NC(=O)C(c1ccccc1)c1ccccc1	2	0.4	0	-5	-3	-1	-2	-13	0
O=C(O)c1ccc(Nc2ncnc3scc(-c4ccccc4)c23)cc1	0	-2.5	-15	-9	0	1	1	3	10
Cc1ccc(-c2noc(-c3ccccc3C(=O)NCC3CCCO3)n2)cc1 (configuration not stated)	5	-1.2	1	-14	1	-8	-2	-5	-3
CCOc1ccc(-c2cc(C)n3nc(C(N)=O)cc3n2)cc1	-1	-3.0	-2	9	10	5	3	-2	-2
CCN(CCNC(=O)C1CC(=O)N(CCc2ccccc2)C1)c1ccccc1 (configuration not stated)	1	-0.7	2	10	-3	4	-1	6	2
Cc1cc(/C=N/Nc2ccc([N+](=O)[O-])cn2)c(C)n1-c1cccc(C(=O)O)c1	-1	-0.2	17	-1	3	-3	1	-6	-8
COc1ccccc1-n1c(SCC(=O)Nc2cc(C)on2)nc2c([nH]c3ccccc32)c1=O	1	-0.1	14	12	-4	1	-4	-4	-4
CCOC(=O)c1c(S(=O)(=O)N2CCCC(C(=O)Nc3cccc(C)n3)C2)c(C)n(C)c1C (configuration not stated)	0	-0.4	4	-20	0	9	1	10	-1
CCCCCN(C(=O)CCC(=O)OCCOc1cccc(C)c1)c1c(N)n(CCCC)c(=O)[nH]c1=O	0	-0.7	5	-12	4	4	-1	7	-2
CC(C1SC(=S)NC1=O)C1SC(=S)NC1=O (configuration not stated)	0	0.9	5	2	0	x	2	0	-3
CC1CCCN(c2nc(N(C)c3ccccc3)nc(N)c2[N+](=O)[O-])C1 (configuration not stated)	6	-0.5	12	8	-32	4	-4	5	-16
COc1cc2c(cc1OC)CN(C(=O)c1cccc(S(=O)(=O)N3CCc4ccccc43)c1)CC2	3	-1.9	5	2	0	7	-1	-1	-5
C=CCNC(=S)NNC(=O)c1ccccc1	0	-0.3	1	-11	-3	-1	1	2	2
Cc1c(N=CN2CCOCC2)c(=O)n(C)c(=O)n1C	0	-1.3	10	30	11	5	4	9	0
COc1ccc(NC(=O)CCn2c(=S)[nH]c3ccccc3c2=O)cc1Cl	1	-0.6	-3	8	1	x	-1	-3	0
CC(=O)N1CCOc2ccc(S(=O)(=O)NCCc3ccccc3)cc21	5	1.4	-6	-5	-1	3	5	13	7
O=C(Nc1ccc(Br)cc1F)c1ccc2c(c1)OCCO2	3	1.2	-1	4	-5	8	-1	2	3
COc1ccc(CC(=O)Nc2ccc(C)cc2O)cc1S(=O)(=O)N1CCOCC1	1	0.6	-4	-7	-5	-4	-3	7	-1

(more compounds)
SMILES	M4 ag	CRFR2-BP ag	M5 antag	CRFR2-BP antag	CHRM4 PAM	IDE cell inh	CHRM5 agonist	CHRM4 antagonist	CHRM5 PAM
CN(C)CCCn1c(=O)n(CCc2ccccc2)c(=O)c2c3c(sc21)CCCCC3	25	11	26	-20	-13	6	-1	22	-18
C/C(=N/NC(=O)CNC(=O)c1cccc(F)c1)c1ccc2c(c1)CCCC2	0	-1.9	2	-9	0	-1	-5	2	0
COc1ccc2oc(-c3ccccc3)cc(=O)c2c1	9	x	-2	x	5	x	0	-17	-5
CC(=O)c1sc(NS(=O)(=O)c2ccc(C)cc2)nc1-c1ccccc1	1	-1.4	11	5	-6	4	-5	7	-2
C=CCn1c(SCC(=O)Nc2sccc2C(N)=O)nc2ccccc2c1=O	6	-1.7	11	-15	-4	8	1	3	-9
Cc1cc(N2CCN(Cc3cn(C)nc3-c3ccccc3F)CC2)cc(C)n1	2	0.2	-1	-7	4	9	3	-3	5

Entries shown so far containing fluorine, in the order listed:
SMILES	M4 ag	CRFR2-BP ag	M5 antag	CRFR2-BP antag	CHRM4 PAM	IDE cell inh	CHRM5 agonist	CHRM4 antagonist	CHRM5 PAM
O=C(CCC(=O)OCC(F)(F)C(F)F)NCc1ccccc1	1	-1.2	7	108*	-2	-4	-1	10	-4
COc1ccc(C2CC(C(F)(F)F)n3nc(C(=O)N(C)Cc4cn(C)nc4C)c(Cl)c3N2)cc1 (configuration not stated)	1	-2.6	5	11	7	1	-2	12	-5
Cc1cc(C)nc(Nc2ccccc2F)n1	0	-3.0	-12	-6	2	1	5	3	2
CCOC(=O)c1ccc(NC(=O)CSc2nnc(CNC(=O)c3c(F)cccc3Cl)o2)cc1	3	-0.1	0	6	-3	8	-5	0	-3
O=C1CCCN2N=C(SCC(=O)Nc3ccc(F)cc3F)SC2=N1	4	0.2	3	9	-1	3	1	-1	3
O=C(Nc1ccc(Br)cc1F)c1ccc2c(c1)OCCO2	3	1.2	-1	4	-5	8	-1	2	3
C/C(=N/NC(=O)CNC(=O)c1cccc(F)c1)c1ccc2c(c1)CCCC2	0	-1.9	2	-9	0	-1	-5	2	0
Cc1cc(N2CCN(Cc3cn(C)nc3-c3ccccc3F)CC2)cc(C)n1	2	0.2	-1	-7	4	9	3	-3	5

Profiles, looked up by structure. Order of screens: M4 ag	CRFR2-BP ag	M5 antag	CRFR2-BP antag	CHRM4 PAM	IDE cell inh	CHRM5 agonist	CHRM4 antagonist	CHRM5 PAM
COc1cccc(-c2nc(NCc3ccccc3)c3ccccc3n2)c1O is listed with 3	3.1	9	-2	-4	10	-3	-5	-4
O=C(O)c1ccc(Nc2ncnc3scc(-c4ccccc4)c23)cc1 is listed with 0	-2.5	-15	-9	0	1	1	3	10

Rows were taken by chance, and some 2.9% of all compounds hit somewhere here.
